High-throughput results as filed in PubChem BioAssay.
Vif-APOBEC3F blk: inhibitors of Vif-A3F interaction; HeLa A3F-eYFP + Vif (tagged APOBEC3F with the HIV-1 protein that degrades it), YFP fluorescence increase; Potency, µM (highest dose often 46.1 µM), inactives show at the highest dose activity, negative = active; 390,000 compounds, 0.2% hits; AID 602313; further: potency means the concentration at half of the fitted maximal effect; % of control where 0% means no effect; nearly all actives have a fitted effect of over 65% in size
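HeLa cells stably expressing Vif plus C-terminally eYFP-tagged A3F were seeded, incubated overnight at 37 deg C, dosed with compound, incubated overnight again at 37 deg C. Yellow fluorescence (Ex 488/Em 500-530) reported blocked Vif-mediated A3F-eYFP degradation.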
RGS4 inh: inhibitors of human regulator of G protein signaling 4 | 390,000 compounds, 0.039% hits | Potency, µM (doses to about 114 µM), for inactives: top-dose activity change, negative = inhibition, actives largely listed as inhibitors | Transcreener GDP fluorescence polarization, RGS4-accelerated GTP hydrolysis; further: potency means the concentration at half of the fitted maximal effect; on the % scale 0 is the no-effect control and ±100 the full control effect; nearly all actives have a fitted effect of over 75% in size; some results filed as inactive show a strong effect at the top dose
Target sequence (P49798 whole entry, looked up): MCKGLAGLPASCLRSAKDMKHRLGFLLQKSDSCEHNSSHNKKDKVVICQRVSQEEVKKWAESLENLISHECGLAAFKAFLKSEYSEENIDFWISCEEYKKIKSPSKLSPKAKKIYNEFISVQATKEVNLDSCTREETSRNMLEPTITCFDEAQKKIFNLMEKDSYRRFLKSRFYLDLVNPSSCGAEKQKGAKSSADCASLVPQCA
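MLSMR compounds (23 nl, pin-transferred) preincubated 10 min at room temperature with a 500nM (2x) first reagent, then RGS4 at 900nM (2x) plus Transcreener GDP mix added; fluorescence polarization (620/688 nm) read before and after 90 min at 30 °C.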
TrxR1 substrate: rat thioredoxin reductase 1 substrate activity | Potency, µM (top dose mostly 114 µM), for the others: at the top dose activity change, negative = substrate turnover | 390,000 compounds, 0.01% hits | purified TrxR1 substrate turnover, NADPH consumption readout | O89049; further: potency means the concentration at half of the fitted maximal effect; on the % scale 0 is the no-effect control and ±100 the full control effect; nearly all actives have a fitted effect of over 50% in size
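Rat TrxR1, dispensed at 90 nM, was prereduced with 400 uM NADPH (final) for 5 min at ~22 deg C, then incubated with compound 15 min before 400 uM selenite. A first-read NADPH fluorescence drop versus no-compound background flagged substrates.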
GRP78 ERSR act: inducers of ER stress response in human glioma cells | U87-MG GRP78 promoter luciferase reporter, 16 h | Potency, µM, for the others: at the highest dose activation, hits mostly activators | 420,000 compounds, 0.02% hits | AID 602332; further: potency means the concentration at half of the fitted maximal effect; series mostly up to about 76 µM; % of control where 0% means no effect; nearly all actives have a fitted effect of over 35% in size
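ERSR induction read as luciferase luminescence (Bright-Glo, 10 min at room temperature) in stably transfected human U87-MG glioma cells exposed to compounds for 16 h, using GRP78 as sensor.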
Vif-APOBEC3G blk: blocks the Vif interaction with human APOBEC3G; Q9HC16; HeLa A3G-eYFP + Vif (tagged APOBEC3G with the HIV-1 protein that degrades it), YFP fluorescence, overnight; Potency, µM (titrated, usually from 46.1 µM), without a hit: at the top dose activity, negative = active, hits mostly inhibitors; 410,000 compounds, 0.076% hits; AID 602310;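 further: potency means the concentration at half of the fitted maximal effect; on the % scale 0 is the no-effect control and ±100 the full control effect; nearly all actives have a fitted effect of over 60% in size; hits raise eYFP signal because A3G escapes Vif-driven loss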
Target sequence (Q9HC16 whole entry, looked up): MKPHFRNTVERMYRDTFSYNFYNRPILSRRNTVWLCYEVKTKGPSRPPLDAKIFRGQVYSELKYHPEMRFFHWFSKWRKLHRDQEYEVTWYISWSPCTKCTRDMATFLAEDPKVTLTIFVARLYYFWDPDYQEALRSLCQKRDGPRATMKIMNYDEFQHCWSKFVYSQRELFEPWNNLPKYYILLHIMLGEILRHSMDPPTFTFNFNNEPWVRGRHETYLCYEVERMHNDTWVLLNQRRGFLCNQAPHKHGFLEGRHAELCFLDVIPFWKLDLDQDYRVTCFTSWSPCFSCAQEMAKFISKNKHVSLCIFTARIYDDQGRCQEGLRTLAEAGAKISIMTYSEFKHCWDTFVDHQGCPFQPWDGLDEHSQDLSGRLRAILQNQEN
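Read-out is eYFP fluorescence (Ex 488/Em 500-530) from Vif-expressing HeLa A3G-eYFP cells; more signal means A3G escaped Vif-mediated degradation. Cells plated overnight, compound pinned in, incubated overnight at 37 deg C.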
IDH1 R132H inh: blocks human mutant IDH1 R132H enzyme; IDH1-R132H enzyme, NADPH consumption, diaphorase/resazurin fluorescence; Potency, µM (highest dose often 76.6 µM), without a hit: at the top dose activity change, negative = inhibition, hits mostly inhibitors; 390,000 compounds, 0.093% hits; AID 602179; further: potency means the concentration at half of the fitted maximal effect; on the % scale 0 is the no-effect control and ±100 the full control effect; nearly all actives have a fitted effect of over 65% in size
Target sequence (O75874 whole entry R132H, stated change not applied): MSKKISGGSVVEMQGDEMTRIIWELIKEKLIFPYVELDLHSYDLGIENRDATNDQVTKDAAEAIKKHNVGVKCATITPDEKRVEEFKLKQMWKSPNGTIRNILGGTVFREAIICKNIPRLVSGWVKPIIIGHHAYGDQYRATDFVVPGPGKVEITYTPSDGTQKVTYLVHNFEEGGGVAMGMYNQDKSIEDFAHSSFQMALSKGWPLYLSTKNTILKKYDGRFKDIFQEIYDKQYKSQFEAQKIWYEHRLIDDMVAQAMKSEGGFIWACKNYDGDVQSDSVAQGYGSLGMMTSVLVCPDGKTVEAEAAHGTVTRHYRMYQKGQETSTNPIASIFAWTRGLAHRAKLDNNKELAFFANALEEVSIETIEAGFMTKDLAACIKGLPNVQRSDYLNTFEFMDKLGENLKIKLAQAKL
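IDH1-R132H (0.5 ug/mL dispensed) in pH 7.5 Tris buffer was preincubated 30 min with compound, then given a substrate mix of 0.016 mM NADPH and 2 mM alpha-KG for 80 min at room temperature; remaining NADPH was read by diaphorase/resazurin fluorescence.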
rTrxR1 inhibitor: inhibitors of rat thioredoxin reductase 1; Potency, µM (titrated, usually from 114 µM), for inactives: top-dose activity change, negative = inhibition, most hits filed as inhibitors; AID 588453; 390,000 compounds, 1% hits; recombinant rTrxR1, NADPH fluorescence consumption, selenite substrate; O89049; further: potency means the concentration at half of the fitted maximal effect; on the % scale 0 is the no-effect control and ±100 the full control effect; nearly all actives have a fitted effect of over 65% in size
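Rat TrxR1 (90 nM in the dispensed reagent) was pre-reduced with 400 uM NADPH for 5 min at room temperature, then incubated with compound for 15 min. After 400 uM selenite was added, NADPH fluorescence (Ex 340/Em 450 nm) was followed for 8 min.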
LDHA block: inhibitors of human lactate dehydrogenase A; purified LDHA, NADH/diaphorase-resazurin fluorescence; stronger effect = lower value; 480,000 compounds, 0.15% hits; activity change, % (values are at about 110 or 230 µM); in the data active means activity change below about -30%; inconclusive means mostly about -25% to -30%;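 further: plate controls were DMSO wells for no effect and wells without enzyme for full effect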
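Enzyme activity of human lactate dehydrogenase 5 (2 nM; 0.06 mM NADH, 0.2 mM pyruvate, 5 min, RT) is measured via a resazurin/diaphorase fluorescence readout of residual NADH.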
USP1-UAF1 inh: blocks the human USP1/UAF1 deubiquitinase complex; O94782; recombinant USP1/UAF1, Ub-Rhodamine cleavage fluorescence; Potency, µM (series often up to 57.1 µM), without a hit: at the top dose activity change, negative = inhibition, usual class: inhibitors; 390,000 compounds, 0.23% hits; AID 743255; further: potency means the concentration at half of the fitted maximal effect; on the % scale 0 is the no-effect control and ±100 the full control effect; nearly all actives have a fitted effect of over 60% in size; inactives centre near -12
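USP1/UAF1 complex at 1 nM was preincubated with compound for 15 min at room temperature, then Ub-Rho substrate (150nM final) was added. Fluorescence (480/540 nm) was read kinetically, 6 reads every 60 seconds.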
The depositor's hits bear a star; ? = inconclusive; . = no result given; & = joins results of further samples; [ ] = another dose, or the depositor's remark. Unless noted, the call rests on the fitted dose curve; in most records, active means well fitted curve in the direction sought with a large enough effect; inconclusive means small, poorly fitted or top-dose-only effect, or another doubt; inactive means no such curve, though single readings can be large; an effect the other way counts as inactive or inconclusive. Some of the compounds tested (hit frequency here may not be typical).

The opening 2 records, ahead of the listing:
SMILES	Vif-APOBEC3F blk	RGS4 inh	TrxR1 substrate	GRP78 ERSR act	Vif-APOBEC3G blk	IDH1 R132H inh	rTrxR1 inhibitor	LDHA block	USP1-UAF1 inh
S=C(NCCCc1ccccc1)Nc1ccc(Br)cc1	-19%	-12%	-2%	-5%	0%	3%	-14%	0	-22%
COc1ccc(CNCCC(c2ccc(F)cc2)c2ccc(OC)cc2)cc1 (stereo not given)	?	2%	0%	-4%	-5%	0%	10%	7	-2%

All compounds of this part, from the first entry:
SMILES	Vif-APOBEC3F blk	RGS4 inh	TrxR1 substrate	GRP78 ERSR act	Vif-APOBEC3G blk	IDH1 R132H inh	rTrxR1 inhibitor	LDHA block	USP1-UAF1 inh
S=C(NCCCc1ccccc1)Nc1ccc(Br)cc1	-19%	-12%	-2%	-5%	0%	3%	-14%	0	-22%
COc1ccc(CNCCC(c2ccc(F)cc2)c2ccc(OC)cc2)cc1 (stereo not given)	?	2%	0%	-4%	-5%	0%	10%	7	-2%
CCNc1cc(N2CCOCC2)nc(SC)n1	-2%	-5%	0%	-3%	-2%	-4%	-4%	-1	-17%
Cc1cc(N2CCOCC2)nc2ccc(NC(=S)N3CCN(Cc4ccccc4)CC3)cc12	1%	-2%	8%[57.1 µM]	3%	1%	8%	19%[57.1 µM]	-7	-22%
Cc1ccc(-c2nc(N/N=C/c3cccc([N+](=O)[O-])c3)c3ccccc3n2)cc1	-28%	-7%	2%[57.1 µM]	0%	0%	-2%	7%[57.1 µM]	-8	-19%
Cc1c(C(=O)N2CCOCC2)sc(NC(=O)c2ccccc2F)c1C#N	?	-29%	-7%	-3%	-1%	29%	11%	-9	-8%
O=C(N/N=C/c1ccc(Br)cc1)c1ccc(Br)o1	-10%	-42%	4%	4%	0%	2%	14%	-32*	-6%
CCOC(=O)c1[nH]c(C)c(C(=O)OCC)c1C	2%	16%	2%	-2%	1%	1%	8%	-7	-24%
CCCN1C(=O)c2cc(C(=O)Nc3ccccc3OC)ccc2C1Nc1ccccc1OC (stereo not given)	18%	-2%	-15%	-10%	0%	-3%	-17%	-6	-10%
COc1ccc(NC(=O)C2CCCN(S(C)(=O)=O)C2)cc1OC (stereo not given)	-6%	11%	1%	-3%	1%	4%	27%	-3	-14%
COc1ccc(CCc2nnc(NS(C)(=O)=O)s2)cc1	2%	-12%	-3%	1%	-1%	0%	19%	-3	-5%
O=[N+]([O-])c1ccc(O)c(/C=N/Nc2ccccn2)c1	-1%	19%	-9%	?	-14%	7%	-9%	-3	0%
COc1ccc(CNC(=O)C(=O)NCC(c2ccco2)N2CCOCC2)cc1 (stereo not given)	-1%	-14%	4%	-2%	0%	2%	-8%	-12	-21%
O=S(=O)(N1CCOCC1)n1nnc2ccccc21	-1%	11%	14%	-4%	0%	1%	31%	-8	0%
CC(=O)N1CCC(CCCC2CCN(C(C)=O)CC2)CC1	-4%	-6%	5%[57.1 µM]	-1%	-2%	-4%	6%[57.1 µM]	-2	-8%
CCN(CC)c1ccc(NC(=O)c2c(C)nn(-c3ccc(F)cc3)c2-n2cccc2)c(C)c1	1%	-27%	-4%	-5%	0%	1%	18%	9	?
CCC1C(=O)Nc2ccccc2N1C(=O)COc1ccccc1 (stereo not given)	1%	2%	2%	4%	-9%	1%	10%	1	-16%
Cc1ccc(CN(Cc2cccnc2)C(=O)CN2C(=O)COc3ccccc32)o1	-5%	?	7%[11.4 µM]	-2%	-2%	0%	?	-3	-11%
CCc1ccc(-n2nnnc2SCC(=O)NNC(=O)c2ccco2)cc1	0%	11%	8%	-1%	-4%	6%	13%	1	-7%
Cc1cccc(-c2nn3c(=O)cc(CN4CCN(S(=O)(=O)c5ccc(Cl)cc5)CC4)nc3s2)c1	2%	5%	1%[57.1 µM]	-2%	-3%	2%	16%[57.1 µM]	-1	-12%
CCCn1c(SCC(=O)NCc2cccs2)nc2c1c(=O)n(C)c(=O)n2C	-4%	6%	7%[57.1 µM]	-1%	0%	2%	8%[57.1 µM]	-4	-11%
CCc1nnc(NC(=O)CSc2nnc(-c3c[nH]c4ccccc34)n2CC)s1	-10%	-2%	11%[57.1 µM]	-4%	-3%	0%	18%[57.1 µM]	2	-19%
O=S(=O)(Nc1nc2ccccc2nc1NCc1ccco1)c1cccs1	-14%	-3%	-7%	-6%	-1%	4%	-21%[57.1 µM]	-8	-15%
COc1ccc(-c2cn(CCO)c(-c3ccc(Cl)nc3)n2)cc1	0%	-14%	-3%	-2%	-2%	-5%	13%	-6	-3%
c1csc(CN2CCN(Cc3cccs3)C2c2cccs2)c1	-1%	-45%	3%[57.1 µM]	6%	-2%	-2%	-5%[57.1 µM]	-1	4%
CN(C)S(=O)(=O)c1cccc2nsnc12	-2%	18%	2%[57.1 µM]	-2%	0%	2%	8%[57.1 µM]	-2	-6%
Cc1ccccc1Nc1cc(C(=O)NCCc2ccc(Cl)cc2)c2ccccc2n1	3%	-4%	14%	-3%	-1%	-2%	39%[activator]	-9	-10%
O=C(O)CCCC(=O)NNc1nc(-c2ccccc2)c2cc(Cl)ccc2n1	-24%	8%	-4%	-2%	-3%	5%	-9%	1	-2%
Cc1ccc(C)c(S(=O)(=O)N2CCN(C(=O)c3ccncc3)CC2)c1	0%	6%	-15%	-2%	0%	5%	-10%	-7	2%
O=C(Nc1ccccc1-c1ccccc1)NC1CCN(CC(=O)N2CCOCC2)CC1	2%	45%	8%[57.1 µM]	-4%	3%	1%	23%[57.1 µM]	-18	1%
COc1ccccc1C1=NOC(Cn2c(=O)c3c(ncn3C)n(C)c2=O)C1 (stereo not given)	-3%	?	-3%	0%	-4%	0%	-10%	-2&-20	-10%
Brc1ccccc1OCCN1CCOCC1	-5%	-10%	9%[57.1 µM]	-8%	-5%	12%	9%[57.1 µM]	-23	-18%
Cc1ccc(C(=O)COC(=O)COc2ccccc2[N+](=O)[O-])s1	-11%	-12%	-6%	-3%	2%	-3%	?	2	-5%
O=C1C(Nc2ccccc2)=C/C(=N/S(=O)(=O)c2cccs2)c2ccccc21	4%	-17%	-15%	-11%	-8%	17%	-35%	43	2.5µM*
COc1cccc(C(C)=NNc2ccc([N+](=O)[O-])cc2[N+](=O)[O-])c1OC	0%	.	.	-1%	0%	-2%	.	1	-8%
CCn1c(/N=C/c2ccccc2NS(=O)(=O)c2ccc(C)cc2)nc2ccccc21	1%	-49%	-6%	-3%	-10%	15%	-11%	4	-23%
Cc1ccc(Cl)cc1NC(=O)NCc1ccccn1	0%	17%	-2%	11%	-10%	1%	4%	-8	-8%
COc1ccc(/C=C/C(=O)OCC(=O)NC2CCS(=O)(=O)C2)cc1 (stereo not given)	-13%	-15%	-1%	?	2%	6%	11%	0	-19%
Cc1cc(C)cc(NC(=S)N2CC(C)OC(C)C2)c1 (stereo not given)	-5%	-1%	5%	-5%	-5%	-2%	12%	-1	-18%
CCOc1ccc(C(=O)Nc2ccc(NC(=O)c3ccco3)c(Cl)c2)cc1Cl	-12%	-27%	42%[activator]	-2%	-5%	9%	37%[activator]	-5	?
COc1ccccc1CNc1nc(-c2ccco2)nn1C(=O)c1cc(OC)c(OC)c(OC)c1	10%	10%	4%	-3%	-13%	19%	-4%	0	-10%
CCC1(c2ccccc2)NC(=O)N(CC(=O)N2CCN(S(=O)(=O)c3ccccc3)CC2)C1=O (stereo not given)	5%	-36%	0%	-1%	-6%	4%	?	6	-5%
COc1ccccc1N1CCN(C(=O)c2cc3c(=O)n4ccccc4nc3s2)CC1	1%	-5%	19%	-3%	3%	2%	25%	2	-18%
CCc1ccc2oc(-c3ccc(NC(=O)c4cc5ccccc5o4)cc3)nc2c1	?	7%	33%	0%	2%	2%	15%	-2	0%
Oc1ccc(Br)cc1/C=N/N1CCCCC1	-2%	0%	-1%	4%	-2%	5%	-7%	-8	-20%
Cc1cc(C)nc(Sc2c(C)nn(-c3ccccc3)c2C)n1	-6%	-20%	7%	1%	-3%	2%	15%	-3	-12%
O=S(=O)(c1ccc2c(c1)OCCO2)N1CCC(n2nnc3cc(F)ccc32)CC1	3%	-52%[56.9 µM]	-1%	-8%	1%	2%	16%	4	-17%
CC1CCN(S(=O)(=O)c2ccc3c(c2)oc(=O)n3CC(=O)N2CCc3ccccc3C2)CC1	-11%	30%	0%	-4%	6%	-7%	21%	-7	6%
c1ccc(CC2CCCNC2)cc1 (stereo not given)	13%	-7%	-5%[57.1 µM]	-3%	1%	4%	24%[57.1 µM]	-3	-7%
COCCCNC(=S)NNC(=O)c1ccoc1C	9%	-9%	-6%	-4%	0%	-1%	-14%	-5	-20%
CC1=C(C(=O)OC2CCCCC2)C(c2ccc(F)cc2)NC(=O)N1 (stereo not given)	-16%	-4%[56.9 µM]	0%	-4%	-8%	7%	8%	4	-31%
CCC1(CC)Cc2ccccc2C(CC(=O)N2CCOCC2)=N1	-6%	-13%	-5%[57.1 µM]	0%	-3%	4%	?	-2	-3%
